Bioassay records deposited in PubChem by National Center for Advancing Translational Sciences (NCATS).
Tb PYK inh: T. brucei pyruvate kinase inhibition | Potency, µM (series often up to 76.8 µM), inactives show at the highest dose activity, negative = inhibition, most hits filed as inhibitors | hit rate 0.12% among 410,000 | TbPYK enzyme, Kinase-Glo Plus ATP luminescence, 45 min | AID 624173; note: potency is the fitted concentration of half-maximal effect; nearly all actives have a fitted effect of over 50% in size
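Assay buffer: 50 mM TEA pH 7.2, 100 mM KCl, 10 mM MgCl2, 0.05% BSA, 0.01% Tween-20. Pyruvate kinase from T. brucei plus substrate met compound, then ADP (130 uM final). Luminescence was read post 45 min RT.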
AmpC inh no detg: AmpC beta-lactamase inhibition without detergent | P00811 | AmpC nitrocefin hydrolysis, absorbance 480 nm, 0.0001% Triton | Potency, µM (top dose mostly 57.1 µM), for the others: at the highest dose activity change, negative = inhibition, usual class: inhibitors | hit rate 0.52% among 330,000;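 note: potency is the fitted concentration of half-maximal effect; plate controls were no compound for no effect and no enzyme for full effect; nearly all actives have a fitted effect of over 20% in size; some results filed as inactive show a strong effect at the top dose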
Target sequence (P00811 whole entry, looked up): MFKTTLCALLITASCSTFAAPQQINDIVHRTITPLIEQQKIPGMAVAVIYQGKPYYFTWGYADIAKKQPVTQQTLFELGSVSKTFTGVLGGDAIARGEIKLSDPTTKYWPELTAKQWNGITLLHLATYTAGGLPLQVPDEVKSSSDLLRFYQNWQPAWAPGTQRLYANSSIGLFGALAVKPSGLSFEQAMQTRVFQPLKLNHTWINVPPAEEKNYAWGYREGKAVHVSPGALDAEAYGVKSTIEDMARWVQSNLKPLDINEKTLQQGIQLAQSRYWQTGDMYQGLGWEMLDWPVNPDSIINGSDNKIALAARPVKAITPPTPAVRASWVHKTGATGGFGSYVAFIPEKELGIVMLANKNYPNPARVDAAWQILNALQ
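20 mM phosphate pH 7.0 + 0.01% (detergent screen) or 0.0001% Triton X-100; 5.3 nM AmpC reagent; cpd preinc 15 min RT; nitrocefin (800 uM stock) to start; A480 q20 s × 4 min; Activity was normalised to no-enzyme and no-compound control wells.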
LmPK inhibitor: LmPK (Leishmania mexicana) enzyme inhibition. Q27686. purified LmPK, Kinase-Glo ATP luminescence, 1 h. Potency, µM (series often up to 57.5 µM), for inactives: at the top dose activity change, negative = inhibition, most hits filed as inhibitors. hit rate 0.37% among 290,000. AID 1721; note: potency is the fitted concentration of half-maximal effect
Target sequence (Q27686 whole entry, looked up): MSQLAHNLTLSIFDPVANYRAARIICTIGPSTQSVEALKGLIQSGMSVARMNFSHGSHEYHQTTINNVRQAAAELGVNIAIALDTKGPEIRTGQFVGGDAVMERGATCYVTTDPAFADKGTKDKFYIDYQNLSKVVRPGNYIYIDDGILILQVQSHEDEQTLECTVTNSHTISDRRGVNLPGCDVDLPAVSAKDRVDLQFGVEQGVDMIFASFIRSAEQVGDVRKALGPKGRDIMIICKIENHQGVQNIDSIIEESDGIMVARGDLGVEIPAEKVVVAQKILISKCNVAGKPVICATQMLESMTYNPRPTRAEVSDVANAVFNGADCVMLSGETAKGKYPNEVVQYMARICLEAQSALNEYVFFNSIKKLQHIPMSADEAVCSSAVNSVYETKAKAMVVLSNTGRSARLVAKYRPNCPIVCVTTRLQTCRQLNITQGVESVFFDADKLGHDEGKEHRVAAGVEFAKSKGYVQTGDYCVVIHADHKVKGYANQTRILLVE
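0.1 nM LmPK, 0.5 mM PEP, 0.1 mM ADP; 50 mM imidazole pH 7.2, 7 mM MgCl2, 50 mM KCl; 1 h RT. Kinase-Glo luminescence readout, normalized to no-enzyme (full inhibition) and uninhibited wells.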
AmpC detergent: blocks E. coli AmpC beta-lactamase in detergent assay; P00811; AmpC hydrolysis of nitrocefin, absorbance 480 nm, 0.01% Triton; Potency, µM (titrated, usually from 114 µM), inactives show top-dose activity change, negative = inhibition, hits mostly inhibitors; hit rate 0.041% among 370,000;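 note: potency is the fitted concentration of half-maximal effect; 0% = no-compound wells and -100% = no-enzyme wells; nearly all actives have a fitted effect of over 25% in size; some results filed as inactive show a strong effect at the top dose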
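AmpC (5.3 nM in the dispensed reagent) in 20 mM phosphate pH 7.0 with 0.01% (detergent screen) or 0.0001% Triton X-100 was preincubated with compounds for 15 min at room temperature. Nitrocefin was then added from an 800 uM solution, and hydrolysis was followed at 480 nm.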
AMA1 RON2 block: disrupts binding of P. falciparum AMA1 to RON2; AlphaScreen AMA1-biotinylated RON2 peptide binding; Potency, µM (titrated, usually from 58.2 µM), without a hit: top-dose activity change, negative = inhibition, actives largely listed as inhibitors; hit rate 0.2% among 360,000; AID 720542;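 note: potency is the fitted concentration of half-maximal effect; 0% = vehicle wells and -100% = peptide control; nearly all actives have a fitted effect of over 45% in size; some results filed as inactive show a strong effect at the top dose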
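AMA1 (3D7) with his tag at 25 nM final met compounds first, then biotinylated RON2 peptide at 25 nM; detection used donor plus acceptor beads, 10 µg/mL apiece, read by AlphaScreen after 30 min at room temperature.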
HCMV antiviral: inhibitors of human cytomegalovirus; activity change, negative = inhibition, % at 57.5 µM; HFF cells, HCMV-luciferase reporter, 72 h; hits give low values; hit rate 4.5% among 410,000; in the data active = activity change below about -60%; inconclusive = no clear call, values can overlap the other calls; inactive = above about -39%
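Two compound doses tested in HFFs infected with HCMV-luciferase, MOI 1 PFU/cell, 72 h at 37C. Lysate luminescence read with OneGlo; data normalized against buffer-only and 10uM Salinomycin inhibitor controls.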
Sm TGR block: blocks Schistosoma mansoni thioredoxin glutathione reductase | Q962Y6 | purified TGR, DTNB reduction, TNB absorbance 405 nm | Potency, µM (top dose mostly 114 µM), for the others: at the highest dose activity change, negative = inhibition, hits mostly inhibitors | hit rate 3% among 360,000 | AID 485364; note: potency is the fitted concentration of half-maximal effect; nearly all actives have a fitted effect of over 60% in size
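First, TGR (20 nM dispensed) and NADPH were mixed with compound. Second, a 15 min room-temperature incubation followed. Third, further NADPH and then DTNB were added to start the reaction. Finally, TNB absorbance was monitored kinetically.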
An asterisk follows results filed as active; ? = inconclusive; · = no result given; & = joins results of further samples; [ ] = remark or other dose. Unless noted, calls come from the whole dose curve; as a rule, active = well fitted curve in the direction sought with a large enough effect; inconclusive = small, poorly fitted or top-dose-only effect, or another doubt; inactive = no such curve, though single readings can be large; an effect the other way counts as inactive or inconclusive. Unless noted, % is set by controls: 0 for no effect and ±100 for the full control effect.

SMILES	Tb PYK inh	AmpC inh no detg	LmPK inhibitor	AmpC detergent	AMA1 RON2 block	HCMV antiviral	Sm TGR block
COc1ccc(C(=O)N2CCN(C(=O)CC(C)C)CC2)cc1OC	-8%	-8%	0%	?	4%	29	2%
Cc1cc(C)c(NC(=S)N(CCN(C)C)Cc2cccs2)c(C)c1	11%	41%	-3%	0%	-21%	-15	-3%
COc1ccc(-c2noc(=O)n2Cc2ccccc2F)cc1	7%	-23%	-2%	?	2%	-19	-1%
O=C(CCN1C(=O)C2CC=CCC2C1=O)Nc1nc(-c2ccc(F)c(F)c2)cs1 (stereo not given)	-1%	1%	·	8%	36%[activator]	7	2%
CC(C)CCN1C(=O)c2ccccc2C1c1nnnn1-c1ccc2c(c1)OCCO2 (stereo not given)	-2%	·	·	·	2%	-6	·
CCOC(=O)c1ccccc1NC(=O)N1CCCn2nc(C)cc21	-6%	·	·	-2%	·	-7	9%
COc1cc(OC)c(C2C=C(C(=O)O)Nc3ncnn32)cc1OC (stereo not given)	5%	·	·	5%	·	6	-2%
Cc1oc2c(C)c3oc(=O)c4c(c3cc2c1C)CCCC4	0%	-34%	14%	-5%	0%	-31	-28%
COc1ccc(CCNC(=O)CC(Cc2ccc(C)cc2)C(=O)O)cc1OC (stereo not given)	8%	-9%	1%	-19%	-5%	-16	-1%
COCCN1CCN(C(=O)c2cc(COc3ccc(F)cc3Cl)on2)CC1	2%	79%[activator]	-8%	-4%	10%	-10	-32%
CCN(CC)c1ccc(NC(=O)C(C)C)cc1	-14%	-2%	-3%	?	-4%	18	-16%
CCCCCN(C(=O)CCC(=O)OC(C)C(=O)Nc1cccc(C#N)c1)c1c(N)n(CCCC)c(=O)[nH]c1=O (stereo not given)	4%	133%[activator]	·	-13%	2%	9	0%
COc1ccc(NC(=O)CN2C(=O)CC(c3ccc(C)c(C)c3)=Nc3ccccc32)cc1OC	-4%	·	·	20%	·	35	0%
O=C(CCCN1C(=O)C2CCCCN2C1=O)N1CCN(c2ccc([N+](=O)[O-])cc2)CC1 (stereo not given)	-7%	23%	0%	-4%	-1%	?	-26%
COc1ccccc1C(=O)Nc1c(C(=O)c2ccccc2)oc2ccccc12	-1%	·	·	-3%	·	-16	0%
COc1ccccc1CCn1cnc(-c2ccc(OC)c(OC)c2)c1C(C)C	6%	·	·	·	?	-109*	·
O=C(NCCOc1ccccc1)C(=O)c1c[nH]c2ccccc12	2%	-31%	-1%	-8%	0%	-13	9%
CCC(C)NC(=O)c1c(N)n(/N=C/c2cccnc2)c2nc3ccccc3nc12 (stereo not given)	-1%	-1%	-4%	?	23%	-2	0%
CCCNC(=O)C(Cc1cccc(C#N)c1)NC(=O)c1cccc([N+](=O)[O-])c1 (stereo not given)	1%	-2%	·	8%	5%	13	-2%
N#C/C(=C\c1cccc(Cl)c1)C(=O)c1ccccc1	-7%	-32%	-1%	0%	6%	50	50µM*
Cc1ccc(Cn2ccc(NC(=O)c3cc(C)on3)n2)cc1	-1%	-5%	1%	4%	-9%	28	5%
COc1ccc(N2CC(C)Cn3c2nc2c3c(=O)n(CCN3CCOCC3)c(=O)n2C)cc1 (stereo not given)	1%	3%	0%	?	4%	-16	13%
O=S(=O)(NCc1csc(-c2cccnc2)n1)c1ccc2c(c1)OCCO2	-5%	-13%	6%	?	3%	11	3%
Cn1c(=O)c2c(SCC(=O)N3CCCCC3)nc(-c3ccccc3F)nc2n(C)c1=O	-1%	-14%	-7%	3%	-9%	-14	1%
Cc1ccccc1C(=O)NC(CC(C)C)C(=O)NCC(C)(C)N1CCOCC1 (stereo not given)	0%	-32%	·	·	-6%[11.6 µM]	66	·
O=C(CCc1c[nH]c2ccccc12)NCCc1ccc2c(c1)OCCO2	3%	-17%	2%	7%	-4%	-17	0%
CCN1C(=O)c2ccccc2S(=O)c2ccc(C(=O)N3CCN(c4cc(Cl)ccc4C)CC3)cc21 (stereo not given)	6%	·	·	3%	·	?	-5%
O=C(CNC(=O)c1ccc(Cl)cc1Cl)NCC1CCCO1 (stereo not given)	-4%	-9%	5%	?	18%	-6	-18%
Cc1ccc(O)c(C(=O)c2cc(C(=O)NCCC(C)C)c(=O)n(CCC(C)C)c2)c1	-1%	-26%	-1%	10%	10%	7	2%
O=C(CN1C(=O)COc2ccc(S(=O)(=O)N3CCCC3)cc21)N1CCN(c2cccc(C(F)(F)F)c2)CC1	2%	·	·	?	·	-23	-1%

By substructure: the compounds so far with a COOH group.
SMILES	Tb PYK inh	AmpC inh no detg	LmPK inhibitor	AmpC detergent	AMA1 RON2 block	HCMV antiviral	Sm TGR block
COc1cc(OC)c(C2C=C(C(=O)O)Nc3ncnn32)cc1OC (stereo not given)	5%	·	·	5%	·	6	-2%
COc1ccc(CCNC(=O)CC(Cc2ccc(C)cc2)C(=O)O)cc1OC (stereo not given)	8%	-9%	1%	-19%	-5%	-16	-1%

Continued.
SMILES	Tb PYK inh	AmpC inh no detg	LmPK inhibitor	AmpC detergent	AMA1 RON2 block	HCMV antiviral	Sm TGR block
Cc1ccc(S(=O)(=O)NCCC(=O)NC2CCCCCC2)cc1C	-2%	-9%	·	·	-1%[11.6 µM]	-27	·
COc1ccc(C2CC(=O)C=C(NCc3ccc4c(c3)OCO4)C2)cc1 (stereo not given)	0%	-27%	-4%	8%	5%	6	10%
Cc1cnc(C(=O)OCC(=O)NC2CCCCCC2)cn1	1%	-13%	0%	-7%	-12%	-23	9%
FC(F)(F)c1nnc2ccc(NCc3cccnc3)nn12	-2%	-7%	-5%	?	-1%	66	4%
Cc1noc(C)c1CSc1nc2ccccc2[nH]1	-6%	-10%	-2%	?	8%	95	0%
COc1ccc(C(C#N)N2CCCCCC2)cc1OC (stereo not given)	3%	-13%	0%	-9%	-5%	26	0%
O=C(Nc1cc(-c2ccccc2)sc1C(=O)O)c1cccc(F)c1	-4%&3%	-21%	1%	-3%&-5%	13%	-4&-32	-11%&-18%
COc1ccc(NC(=O)CCCSc2nc(-c3ccco3)cc(C(F)(F)F)n2)cc1OC	1%&0%	105%[activator]	-2%	?	-10%	-16&-6	-3%&-15%
Cc1cc(=O)n(CNC(=O)c2ccccc2)c(=S)[nH]1	2%	-10%	-7%	-7%	-3%	1	-4%
CCOC(=O)c1sc(NC(=O)c2ccc3nc[nH]c3c2)nc1C	-1%	2%	-3%	?	-16%	58	2%
COc1ccc(Cn2c(O)cc(=O)[nH]c2=O)cc1	-18%	-20%	8%	2%	-12%	-88*	-33%
Cc1ccc(OCC(=O)NCc2n[nH]c(=O)c3ccccc23)cc1	-10%	-2%	·	-5%	9%	9	-3%
O=C(CSc1nc2c(c(=O)[nH]1)CCCC2)Nc1cccc(O)c1	3%	·	·	6%	·	-7	-2%
CCn1c(Cn2nnc(-c3ccccc3)n2)nnc1SCC(=O)Nc1ccccc1	0%	-25%	4%	?	9%	-8	4%
CCOc1ccccc1NC(=O)C(=O)NCCc1sc(-c2cccc(F)c2)nc1C	-7%	·	·	8%	·	7	-1%
CC(=O)N1c2ccc(S(=O)(=O)N3CCCC(C(=O)Nc4ccc(F)cc4)C3)cc2CC1C (stereo not given)	-2%	-4%	-4%	-14%	-3%	-68*	11%
CCOC(=O)c1cc(C)nc(N2CCCCC2)c1C#N	-3%	-2%	-1%	0%	56%[activator]	9	-1%
O=c1[nH]c(C(F)(F)F)nc2ccccc12	-5%	-37%	13%	?	1%	-7	20%[11.4 µM]
CCOC(=O)c1c(-c2ccc(C)cc2)cn2ccccc12	0%	-5%	-5%	1%	28%	17	-7%

Arranged by count of non-hydrogen atoms (highest first): part of the list above
SMILES	Tb PYK inh	AmpC inh no detg	LmPK inhibitor	AmpC detergent	AMA1 RON2 block	HCMV antiviral	Sm TGR block
CC(=O)N1c2ccc(S(=O)(=O)N3CCCC(C(=O)Nc4ccc(F)cc4)C3)cc2CC1C (stereo not given)	-2%	-4%	-4%	-14%	-3%	-68*	11%
CCOc1ccccc1NC(=O)C(=O)NCCc1sc(-c2cccc(F)c2)nc1C	-7%	·	·	8%	·	7	-1%
Cc1ccc(OCC(=O)NCc2n[nH]c(=O)c3ccccc23)cc1	-10%	-2%	·	-5%	9%	9	-3%
CCOC(=O)c1sc(NC(=O)c2ccc3nc[nH]c3c2)nc1C	-1%	2%	-3%	?	-16%	58	2%
CCOC(=O)c1c(-c2ccc(C)cc2)cn2ccccc12	0%	-5%	-5%	1%	28%	17	-7%
CCOC(=O)c1cc(C)nc(N2CCCCC2)c1C#N	-3%	-2%	-1%	0%	56%[activator]	9	-1%
COc1ccc(Cn2c(O)cc(=O)[nH]c2=O)cc1	-18%	-20%	8%	2%	-12%	-88*	-33%
